SMARCA2 act: SMARCA2 function activation, primary screen; MG213 cells, MMTV-luciferase reporter, dexamethasone, overnight; activation, % at 9.1 µM; actives 1% (n = 370,000); in the data active = activation above about 7.8%;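 also: 0% = vehicle wells and 100% = reference activator wells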
MBD2 DNA inh: blocks human MBD2 binding to methylated DNA; Q9UBB5; TR-FRET, MBD2 binding to methylated oligonucleotide; inhibition, % at 4.4 µM; actives 0.31% (n = 370,000); AID 686964; in the data active = inhibition above about 13%
hgDAF-12 ag: hgDAF-12 agonism, primary luciferase screen. HEK293 GAL4-hgDAF12 UAS-luciferase reporter, agonist luminescence; normalized to butyrate control. activation, % at 6.8 µM. actives 1.8% (n = 370,000). AID 687014;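 active = activation above a cutoff set at the mean of all screened compounds plus 3 SD, cut at about 10% in these data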;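 also: 0% = DMSO wells and 100% = sodium butyrate wells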
DAX1 inh-1: DAX1 (NR0B1) inhibition, primary screen. HEK293T StAR-luciferase reporter, SF-1/DAX-1 repression relief. inhibition, % at 6.8 µM. actives 1.1% (n = 370,000). AID 652010;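 active = inhibition above the mean over all tested compounds plus 3 SD, cut at about 3.6% in these data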;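 also: 0% = DAX-1 cells with DMSO and 100% = cells lacking DAX-1 with DMSO; higher inhibition means more luminescence from relief of DAX-1 repression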
ADAM17 inh: inhibitors of human ADAM17; recombinant ADAM17, EDANS/DABCYL FRET peptide cleavage; inhibition, % at 6.95 µM; actives 0.83% (n = 370,000); AID 720648;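 active = inhibition above the mean of compounds lying between control limits plus 3 SD, set per campaign, cut at about 8.5% in these data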;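 also: 0% = DMSO-only wells as the low control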
DAX1 inh-2: inhibitors of human orphan nuclear receptor DAX1 (NR0B1) | actives 0.99% (n = 340,000) | inhibition, % at 6.75 µM | AID 504766 | P51843 | HEK293 Gal4-DAX1 luciferase reporter, luminescence;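 active = inhibition above the mean over all tested compounds plus 3 SD, cut at about 4.2% in these data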;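 also: 0% = DAX1-transfected cells with DMSO and 100% = empty-vector control cells with DMSO; inhibition shows as a rise in luminescence from relieved DAX1 repression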
Target sequence (P51843 207-470 limits assumed): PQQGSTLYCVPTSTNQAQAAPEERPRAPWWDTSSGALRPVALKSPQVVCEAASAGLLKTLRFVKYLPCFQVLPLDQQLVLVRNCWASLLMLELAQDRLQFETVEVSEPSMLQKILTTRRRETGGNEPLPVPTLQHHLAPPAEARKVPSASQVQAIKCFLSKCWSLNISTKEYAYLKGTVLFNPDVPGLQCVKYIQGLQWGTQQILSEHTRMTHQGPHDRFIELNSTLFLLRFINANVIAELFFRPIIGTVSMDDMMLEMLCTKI
NR1D1 modulator: Rev-erb alpha (human) modulation; activity, % at 10 µM; actives 0.79% (n = 370,000); Rev-erbα–FITC-DNA binding, fluorescence polarization, 90 min; AID 1259318; P20393;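 active = activity above about 14%, limit read from the data; passing the limit was not always enough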;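 also: 0% = DMSO wells with 35 nM protein and 100% = DMSO wells with 750 nM protein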
Target sequence (P20393 whole entry, looked up): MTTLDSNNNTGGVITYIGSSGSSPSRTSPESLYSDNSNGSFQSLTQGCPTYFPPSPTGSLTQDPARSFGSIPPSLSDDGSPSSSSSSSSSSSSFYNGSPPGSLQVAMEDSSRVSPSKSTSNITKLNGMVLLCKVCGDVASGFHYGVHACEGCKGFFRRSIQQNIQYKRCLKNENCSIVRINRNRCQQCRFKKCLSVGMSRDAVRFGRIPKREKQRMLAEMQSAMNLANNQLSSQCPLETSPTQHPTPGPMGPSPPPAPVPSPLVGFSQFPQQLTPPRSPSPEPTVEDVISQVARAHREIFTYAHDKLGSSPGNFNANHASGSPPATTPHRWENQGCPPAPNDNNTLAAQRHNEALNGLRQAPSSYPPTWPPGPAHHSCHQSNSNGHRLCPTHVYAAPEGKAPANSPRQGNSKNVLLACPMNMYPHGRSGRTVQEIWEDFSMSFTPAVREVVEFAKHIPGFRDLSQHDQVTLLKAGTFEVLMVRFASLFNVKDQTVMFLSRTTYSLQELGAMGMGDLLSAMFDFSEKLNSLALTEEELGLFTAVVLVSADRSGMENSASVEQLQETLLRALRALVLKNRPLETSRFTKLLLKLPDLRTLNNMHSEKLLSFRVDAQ
hcDAF-12 act: activators of H. contortus DAF-12 nuclear receptor; actives 1.4% (n = 370,000); activation, % at 6.8 µM; HEK293 hcDAF-12 lit1-tk-luc reporter, luminescence; 0% DMSO, 100% Δ7-dafachronic acid; AID 652067;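 active = activation above the mean of all tested compounds plus 3 SD, cut at about 5.5% in these data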;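 also: 100% = response to 3 µM Δ7-dafachronic acid high control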
ssDAF12 agonist: activators of S. stercoralis DAF-12 nuclear receptor; AID 652126; actives 1% (n = 370,000); activation, % at 6.8 µM; HEK293 ssDAF-12/GRIP1 lit1-tk-luc reporter, luminescence; % of 3 µM dafachronic acid response;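 active = activation above the mean over all tested compounds plus 3 SD, cut at about 0.9% in these data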;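 also: 0% = DMSO-only wells and 100% = 3 µM delta7-dafachronic acid wells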
PLCg1 inh: inhibitors of human phospholipase C gamma1; P19174; purified PLC-gamma1, fluorogenic substrate, fluorescence; AID 720700; inhibition, % at 12.2 µM; actives 0.84% (n = 370,000); in the data active = inhibition above about 9.5%
PLC-beta3 inh: blocks human PLC-beta3 enzyme activity; Purified PLC-beta3, fluorogenic substrate, fluorescence; inhibition, % at 12.2 µM; AID 720704; Q01970; actives 0.18% (n = 370,000); in the data active = inhibition above about 11%;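 also: 0% = median of compound wells on plate and 100% = full blocker control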
Numbers without * were called inactive; nt = no result given.

Start of the listing, in advance:
SMILES | SMARCA2 act | MBD2 DNA inh | hgDAF-12 ag | DAX1 inh-1 | ADAM17 inh | DAX1 inh-2 | NR1D1 modulator | hcDAF-12 act | ssDAF12 agonist | PLCg1 inh | PLC-beta3 inh
Cc1cccc(S(=O)(=O)N2CCC(CO)(Cc3ccccc3)CC2)c1 | -2 | 1 | -0.2 | -0.3 | 2 | 0.3 | -1 | -1.2 | -1.4 | -3 | 0
NC(=O)c1cc2n(n1)C(C(F)(F)F)CC(c1ccco1)N2 (stereo not drawn) | -3 | 6 | -0.2 | 0.1 | -2 | -0.6 | -4 | -0.5 | -0.8 | -1 | -5
CCOc1ccccc1NC(=O)CCNC(=O)C1CCN(S(=O)(=O)c2ccccc2)CC1 | -2 | 1 | -3.4 | 0.1 | -4 | 0.3 | -4 | -1.6 | -1.1 | 1 | 0
CCN(CC(=O)NCc1cccs1)C(=O)c1ccc(NS(=O)(=O)c2ccc(C(C)=O)cc2)cc1 | 0 | -3 | -0.9 | -0.1 | 0 | 1.3 | -5 | 0.2 | -1.1 | 1 | -5
Cc1cc(C)n(-c2nnc(C)n2N)n1 | 0 | -1 | 0.3 | 0.5 | 0 | -0.7 | 4 | -2.1 | -1.2 | 9 | 4
Cn1c(=O)n(CCc2ccccc2)c(=O)c2c1ncn2Cc1ccccc1 | -2 | 4 | 2.5 | -1.2 | -6 | 0.0 | -1 | -0.1 | -1.1 | 1 | -5
O=C(Nc1nc2ccc([N+](=O)[O-])cc2s1)c1ccco1 | 5 | -2 | 7.8 | 4.2* | 4 | nt | 1 | 1.6 | -0.5 | -8 | -11

The listing, from the first entry:
SMILES | SMARCA2 act | MBD2 DNA inh | hgDAF-12 ag | DAX1 inh-1 | ADAM17 inh | DAX1 inh-2 | NR1D1 modulator | hcDAF-12 act | ssDAF12 agonist | PLCg1 inh | PLC-beta3 inh
Cc1cccc(S(=O)(=O)N2CCC(CO)(Cc3ccccc3)CC2)c1 | -2 | 1 | -0.2 | -0.3 | 2 | 0.3 | -1 | -1.2 | -1.4 | -3 | 0
NC(=O)c1cc2n(n1)C(C(F)(F)F)CC(c1ccco1)N2 (stereo not drawn) | -3 | 6 | -0.2 | 0.1 | -2 | -0.6 | -4 | -0.5 | -0.8 | -1 | -5
CCOc1ccccc1NC(=O)CCNC(=O)C1CCN(S(=O)(=O)c2ccccc2)CC1 | -2 | 1 | -3.4 | 0.1 | -4 | 0.3 | -4 | -1.6 | -1.1 | 1 | 0
CCN(CC(=O)NCc1cccs1)C(=O)c1ccc(NS(=O)(=O)c2ccc(C(C)=O)cc2)cc1 | 0 | -3 | -0.9 | -0.1 | 0 | 1.3 | -5 | 0.2 | -1.1 | 1 | -5
Cc1cc(C)n(-c2nnc(C)n2N)n1 | 0 | -1 | 0.3 | 0.5 | 0 | -0.7 | 4 | -2.1 | -1.2 | 9 | 4
Cn1c(=O)n(CCc2ccccc2)c(=O)c2c1ncn2Cc1ccccc1 | -2 | 4 | 2.5 | -1.2 | -6 | 0.0 | -1 | -0.1 | -1.1 | 1 | -5
O=C(Nc1nc2ccc([N+](=O)[O-])cc2s1)c1ccco1 | 5 | -2 | 7.8 | 4.2* | 4 | nt | 1 | 1.6 | -0.5 | -8 | -11
CCCCc1ccc(NC(=S)Nc2ccc(Cl)c(S(=O)(=O)N(C)C)c2)cc1 | 1 | -5 | -3.8 | -0.6 | 2 | -1.1 | -3 | 0.0 | -1.9 | 3 | 3
CN(CCc1ccccc1)C(=O)c1ccc(NC(=O)Cc2ccc(NC(=O)C3CCCN(C(=O)C4CC4)C3)cc2)cc1 (stereo not drawn) | 1 | -2 | -3.0 | -2.2 | -1 | -2.4 | -4 | -2.7 | -0.8 | 2 | 0
C[C@H](CO)N1C[C@H](C)[C@H](CN(C)Cc2ccccc2)Oc2c(NC(=O)Nc3ccc(F)cc3)cccc2C1=O | 0 | -1 | -3.8 | -0.7 | 3 | -1.3 | 3 | -1.9 | -1.8 | 8 | 1
Cc1cccc(S(=O)(=O)N(C)C[C@@H]2OCc3cn(nn3)CCCC(=O)N([C@H](C)CO)C[C@H]2C)c1 | 1 | 4 | 0.9 | 0.3 | -2 | 1.0 | -2 | -0.1 | -0.3 | -2 | 3
CC1(CCc2ccccc2)NC(=S)N(c2ccccc2)N1 (stereo not drawn) | -3 | -5 | 4.3 | 0.1 | 0 | 0.7 | -4 | 5.3 | -1.0 | 0 | 1
N[C@@H](Cc1ccc(O)cc1)C(=O)Nc1ccc2ccccc2c1 | 5 | -2 | 7.4 | 1.7 | 2 | 0.6 | -2 | 2.7 | -0.8 | -1 | -6
Cc1cc(Cl)ccc1C(O)c1ncc(-c2cccc(F)c2)[nH]1 (stereo not drawn) | -2 | -1 | 1.6 | -0.7 | -2 | nt | 0 | 0.4 | -1.6 | 1 | 0
CCOC(=O)[C@]12CCCC=C1N(Cc1ccc3c(c1)OCO3)C(=O)[C@H](CC(=O)N1CCN(C(=O)C3CC3)CC1)C2 | -1 | -6 | 1.3 | -0.2 | 0 | nt | -3 | -2.0 | -1.0 | 2 | 2
C=CCNC(=O)c1ccccc1NC(=O)c1cccc2ccccc12 | 3 | -7 | -2.8 | -1.2 | 2 | -1.6 | 2 | -1.8 | -1.4 | 0 | 3
Cc1cccc(C)c1N1C(=O)CC(N2CCN(S(=O)(=O)c3ccccc3F)CC2)C1=O (stereo not drawn) | 0 | 5 | 1.1 | -0.8 | -1 | 0.1 | -6 | 0.3 | -1.1 | 1 | -8
COc1cccc(C2CC(c3ccc(Cl)cc3Cl)n3nc(N)nc3N2)c1 (stereo not drawn) | -2 | 0 | 0.0 | -0.3 | 1 | 1.3 | -7 | -0.5 | -1.9 | -3 | -4
CCc1ccc(-c2ccc3nnc(SCC(N)=O)n3n2)cc1 | 1 | -5 | 0.5 | 0.0 | -36 | 1.5 | 3 | 0.6 | -1.2 | -285 | -404
O=c1[nH]c(/C=C/c2ccccc2)c([N+](=O)[O-])c(=O)[nH]1 | 2 | -2 | -0.9 | -0.6 | 0 | 0.9 | -2 | -1.4 | -1.7 | 3 | -4
CCCCCCCNC(=O)C1(CC2CC(c3ccc(Cl)cc3)=NO2)CCN(C(=O)c2cc(OCC)c(OCC)c(OCC)c2)CC1 (stereo not drawn) | 0 | 4 | -1.8 | -0.4 | 0 | 0.5 | -2 | -0.4 | 0.5 | 3 | 4
Cc1nc(=S)n(-c2ccccc2)[nH]1 | 0 | 2 | -0.4 | -0.5 | -1 | 0.1 | -4 | -0.6 | -0.9 | 0 | 1
O=C(COc1ccccc1)N1CCN(c2ncnc3c2cnn3-c2ccccc2)CC1 | 0 | -3 | 0.4 | -1.2 | -2 | -0.6 | 0 | -2.9 | -0.9 | 0 | 1
CCCCCCNC(=O)C1CSCCS(=O)(=O)N1Cc1ccc(OC)cc1 (stereo not drawn) | -1 | 2 | -0.8 | 0.4 | -5 | nt | -3 | -1.9 | -1.6 | -1 | 1
COCCn1c(SCCN2CCOCC2)nc2c1c(=O)[nH]c(=O)n2C | -1 | -4 | 2.6 | 0.5 | 3 | -0.9 | -3 | -0.2 | -1.4 | 4 | 3
C=CCn1c(SCC(C)=O)nc2sc3c(c2c1=O)CCC3 | 1 | 4 | -1.8 | -0.5 | -1 | -1.0 | -2 | -2.1 | -0.6 | 5 | -7
OC(CSc1c(Cl)cccc1Cl)CN1CCN(c2ccccc2F)CC1 (stereo not drawn) | -2 | 0 | -1.4 | 0.3 | -47 | -0.4 | 1 | -0.1 | -0.2 | -22 | -39
Nc1nc2c(ncn2C2C[C@H](O)[C@@H](CO)O2)c(=O)[nH]1 (stereo partly drawn) | -7 | 1 | 0.4 | 0.2 | -1 | 0.5 | 11 | 2.3 | -1.5 | 1 | 0
C[C@@H]1CN([C@H](C)CO)C(=O)CCCn2nncc2CO[C@H]1CN(C)C(=O)Nc1cccc(Oc2ccccn2)c1 | 8 | 8 | 2.5 | -0.2 | -4 | -0.5 | -2 | -1.1 | -0.4 | 9.7* | 1
COc1cccc(C(C)N(C)Cc2nc(COc3ccccc3)no2)c1 (stereo not drawn) | 6 | 1 | 2.7 | 0.0 | 0 | 1.0 | -1 | -0.4 | -1.6 | 5 | 0
O=C(c1cc2ccccc2o1)N1CCN(C/C=C/c2ccccc2)CC1 | -4 | 7 | -1.8 | -2.9 | -5 | -0.6 | 4 | -2.5 | -1.3 | -9 | -12
COc1ccccc1C(=O)NCC(=O)N1CCN(c2ncccn2)CC1 | 0 | 1 | 0.6 | 1.3 | -2 | 0.2 | -6 | -1.5 | -0.9 | 0 | -7
C[C@H](C(=O)O)c1n[nH]c(=O)c2ccccc12 | 6 | 3 | 1.7 | 0.6 | 0 | 1.4 | -8 | 0.0 | -0.1 | 0 | 3
c1ccc2c(Cn3ccnc3)c[nH]c2c1 | 6 | 0 | 3.1 | -0.2 | 0 | 0.3 | 2 | 8.0* | 0.0 | 1 | 2
COCCn1c(SCC(=O)Nc2cccc(S(N)(=O)=O)c2)nc2cc(Cl)ccc2c1=O | 3 | -7 | 6.1 | -0.1 | 2 | 1.3 | 2 | 0.5 | -0.7 | -3 | -1
COc1cc(C(=O)N2CCN(c3ccccc3F)CC2)ccc1OCC(=O)N1CCOCC1 | 0 | -3 | 0.6 | -0.7 | -7 | -0.2 | 4 | 0.3 | -0.9 | -2 | -4
CCCn1c(SCC(=O)Nc2nnc(C)s2)nnc1C1CC1 | 2 | -2 | -1.4 | 0.4 | 3 | 0.5 | 4 | -0.5 | -0.8 | 3 | -2
OCCC1CN(Cc2cccc3nonc23)CCN1C1CCCCC1 (stereo not drawn) | -3 | -1 | 1.9 | -0.5 | -5 | 0.5 | 0 | -0.8 | -1.3 | -1 | -7
Cc1cc(NC(=O)COC(=O)COc2ccc(Cl)cc2C)c([N+](=O)[O-])cc1C | -2 | -6 | 0.9 | -0.9 | -3 | -1.1 | 3 | 0.4 | -0.6 | -2 | 0
CCOc1cc(C(=O)OC(C)C(=O)Nc2ccccc2OC)ccc1OCC(=O)N1CCOCC1 (stereo not drawn) | -3 | -5 | -2.1 | -0.5 | -3 | 0.2 | 4 | -1.4 | -1.7 | -2 | -4
CC(C)Cc1ccc(S(=O)(=O)N2CCOCC2)cc1 | -3 | 2 | 3.4 | 0.0 | -1 | 1.2 | 2 | -0.3 | -1.1 | 0 | 2
O=C(O)C1(Nc2ccc(Cl)cc2)CCCC1 | 0 | 3 | 1.6 | 0.2 | -4 | 5.3* | -7 | -0.4 | -0.6 | 0 | 2
CC(C)(C)S(=O)(=O)/C(C#N)=N/Nc1ccc(S(N)(=O)=O)cc1 | 0 | -3 | 3.5 | 0.5 | 0 | -0.2 | 1 | 0.7 | -0.4 | 4 | 7
Cc1ccc(OCc2nnc(SCC(=O)N3C(C)CCCC3C)o2)cc1 (stereo not drawn) | -2 | 2 | 1.1 | -0.1 | -1 | 1.0 | -1 | -0.1 | -1.0 | -3 | -7

Screening results (PubChem BioAssay)
